hcGAS lum: Primary biochemical luminescence assay for human cyclic GMP-AMP synthase inhibitors | recombinant h-cGAS, ATP depletion, Kinase-Glo luminescence | inhibition, % at 12.5 µM | actives 0.081% (n = 290,000);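 note: 0% = vehicle reaction and 100% = reaction without DNA for no activity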
Target sequence (Q8N884 whole entry, looked up): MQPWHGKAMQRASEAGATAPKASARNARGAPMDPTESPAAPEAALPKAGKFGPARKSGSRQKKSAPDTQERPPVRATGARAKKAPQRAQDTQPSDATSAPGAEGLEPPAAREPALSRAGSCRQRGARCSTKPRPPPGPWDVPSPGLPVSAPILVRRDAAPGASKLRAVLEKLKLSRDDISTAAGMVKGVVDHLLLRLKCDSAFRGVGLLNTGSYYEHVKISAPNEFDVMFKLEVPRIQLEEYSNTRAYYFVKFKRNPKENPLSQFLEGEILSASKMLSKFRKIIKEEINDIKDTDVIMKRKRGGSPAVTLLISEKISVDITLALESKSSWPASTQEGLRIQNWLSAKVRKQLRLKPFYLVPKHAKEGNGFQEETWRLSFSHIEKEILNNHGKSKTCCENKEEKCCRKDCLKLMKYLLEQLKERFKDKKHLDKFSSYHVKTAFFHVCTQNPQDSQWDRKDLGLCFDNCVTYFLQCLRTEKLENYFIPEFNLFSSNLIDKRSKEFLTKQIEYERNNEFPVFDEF
mcGAS lum: cyclic GMP-AMP synthase inhibitors, mouse, primary biochemical chemiluminescence | actives 0.15% (n = 160,000) | AID 1259399, 2018 | inhibition, % at 12.5 µM | Q8C6L5 | recombinant cGAS, Kinase-Glo ATP depletion luminescence;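 note: 0% = negative control wells and 100% = reference inhibitor with no enzyme activity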
NPYLR7 ag: agonists of mosquito NPYLR7 receptor, primary screen, cell-based, Aedes aegypti, calcium fluorescence, mosquito biting behavior | activation, % at 10 µM | AID 1259423, 2018 | actives 0.15% (n = 270,000) | HEK293T NPYLR7/Galpha15, GCaMP6s calcium fluorescence; in the data active = activation above about 40%;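 note: 0% = vehicle and 100% = reference agonist at the receptor; some compounds past the cut are filed as inactive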
Active calls of the source: *; & = joins results of further samples. Cut-off read from the data, not from the text of the source, unless noted: active = inhibition above about 40%; inactive = the rest.

For O=C1CC2(CCCCC2)c2sc([N+](=O)[O-])cc21 the results were hcGAS lum 5.6 and NPYLR7 ag -8.4.
`CNC(=O)Cc1csc(NC(=O)c2ccc[nH]c2=O)n1` gave hcGAS lum -7.0, mcGAS lum -6.6 and NPYLR7 ag 3.7.
`COc1cc(SC)ccc1C(=O)n1cnc2cc(C)c(C)cc21` gave hcGAS lum -3.6 and NPYLR7 ag -6.4.
Screening O=C(CCSc1ccc2c(c1)OCCO2)NCc1noc(C2CCC2)n1 returned hcGAS lum -5.6, mcGAS lum -18.2 and NPYLR7 ag -2.9.
`O=C(CC1CCS(=O)(=O)C1)OCc1csc(-c2ccc(Cl)cc2)n1` (stereo not given) gave hcGAS lum 0.5 and NPYLR7 ag 6.2.
CCn1ccc(C(=O)N2CCc3c(nc(N(C)C)nc3N(C)C)C2)n1 was read as hcGAS lum -4.5, mcGAS lum -10.1 and NPYLR7 ag 4.2.
O=C(c1ccc(Cl)cc1)N(Cc1c(-c2ccccc2)noc1N1CCCC1)CC1CC1 was read as hcGAS lum -9.0, mcGAS lum -6.4 and NPYLR7 ag 4.3.
CC(C)COCC(O)CN(Cc1ccccc1)CC1CC(c2ccccc2F)=NO1 (stereo not given) was read as hcGAS lum -3.6 and mcGAS lum -8.7.
`Cc1scc(C(=O)N2C[C@H](N)C[C@H]2C(=O)NC(C)C)c1-c1ccccc1` gave hcGAS lum -4.8, mcGAS lum -12.3 and NPYLR7 ag 11.2.
Screening Cc1nn(Cc2ccc(Cl)c(Cl)c2)c(C)c1NC(=O)Cn1ccc([N+](=O)[O-])n1 returned hcGAS lum -2.1 and NPYLR7 ag -1.2.
COc1cccc(-n2c(SCc3ccccc3C)nc3c(c2=O)SCC3)c1 was read as hcGAS lum -7.0, mcGAS lum -7.3 and NPYLR7 ag -6.6.
Screening CCCN(C(=O)c1cnn2c1CCCC2)C1Cc2ccccc2C1 returned hcGAS lum -3.6, mcGAS lum -16.2 and NPYLR7 ag 2.4.
For Cc1ccccc1-n1c(-c2ccc(Cl)cc2)cc(C(=O)N2CCc3ccccc3C2)c1C the results were hcGAS lum -1.4, mcGAS lum -4.3 and NPYLR7 ag -6.6.
Screening NC(=O)c1cnc(Sc2ccc3[nH]c(=O)oc3c2)c(Cl)c1 returned hcGAS lum -8.4, mcGAS lum -15.4 and NPYLR7 ag 16.2.
For O=C(CCn1cnc2sc3c(c2c1=O)CCCC3)N1CCCCC1 the results were hcGAS lum -5.5, mcGAS lum -9.8 and NPYLR7 ag 5.5.

Arranged by molecular weight (rising): some entries from above.
CCn1ccc(C(=O)N2CCc3c(nc(N(C)C)nc3N(C)C)C2)n1 was read as hcGAS lum -4.5, mcGAS lum -10.1 and NPYLR7 ag 4.2.
CC(C)COCC(O)CN(Cc1ccccc1)CC1CC(c2ccccc2F)=NO1 (stereo not given) was read as hcGAS lum -3.6 and mcGAS lum -8.7.
O=C(c1ccc(Cl)cc1)N(Cc1c(-c2ccccc2)noc1N1CCCC1)CC1CC1 was read as hcGAS lum -9.0, mcGAS lum -6.4 and NPYLR7 ag 4.3.

Carrying on.
For CCN1CCN(CC(=O)NC(C)Cn2cncn2)CC1 (stereo not given) the results were hcGAS lum -14.0 and mcGAS lum -6.6.
`O=C(O)CCC1=NN2C=Nc3sc4c(c3C2NC1=O)CCCC4` (stereo not given) gave hcGAS lum 6.8 and NPYLR7 ag -0.8.
CN(Cc1nc(-c2ccccc2)no1)Cc1cccc2nccnc12 was read as hcGAS lum -3.2, mcGAS lum -14.7 and NPYLR7 ag -1.0.
O=c1cc(O)c2ccccc2[nH]1 was read as hcGAS lum 0.0 and NPYLR7 ag -9.5.
C=CCCOC(=O)N1CCC(=O)N(C)c2ccccc2C(OCC(=O)OCC)C1 (stereo not given) was read as hcGAS lum -4.8, mcGAS lum -5.6 and NPYLR7 ag 1.5.
For O=C(O)[C@H]1C[C@]2(CCCCNC2=O)N(C(=O)OCc2ccccc2)[C@H]1c1ccco1 the results were hcGAS lum 0.2, mcGAS lum -5.5 and NPYLR7 ag 6.7.
Cn1cc(CN2CCCC(C(=O)Nc3cccc(-c4ccc(F)cc4)c3)C2)cn1 (stereo not given) was read as hcGAS lum -5.0 and NPYLR7 ag 16.3.
Cc1cc(NC(=O)C(C)(C)C)sc1C(=O)NC(CN1CCCC1=O)c1ccccc1 (stereo not given) was read as hcGAS lum -6.0 and NPYLR7 ag -3.4.
Screening Cc1nc2ccc(N(C)CC(=O)N(C)CC(F)(F)F)cc2s1 returned hcGAS lum 17.3, mcGAS lum 15.7 and NPYLR7 ag -2.0.
For O=C(Cc1ccc(F)cc1)NNS(=O)(=O)c1ccccc1F the results were hcGAS lum -9.0 and NPYLR7 ag 4.3.
`O=S(=O)(NC1CCCCCC1)c1ccc(F)c(F)c1` gave hcGAS lum -5.4 and NPYLR7 ag 3.2.
`CCCCOc1ccc(C(=O)N(CCOC)Cc2cccc(OS(=O)(=O)CC)c2)cc1` gave hcGAS lum -4.9, mcGAS lum -4.7 and NPYLR7 ag 14.3.
`Nc1nc(SCC(=O)Nc2cc(C(F)(F)F)ccc2Cl)[nH]c(=O)c1NC(=O)c1ccccc1` gave hcGAS lum -9.3, mcGAS lum -8.8 and NPYLR7 ag -5.0.
Screening Cc1ccc(OCC(=O)NNC(=O)c2ccco2)cc1 returned hcGAS lum -1.4, mcGAS lum 2.2 and NPYLR7 ag 1.8.
For COc1ccc(-c2cccc3ccnn23)c(C)c1 the results were hcGAS lum -1.6 and NPYLR7 ag 7.4.

The final 3 records of the section before open the next one.
`Nc1nc(SCC(=O)Nc2cc(C(F)(F)F)ccc2Cl)[nH]c(=O)c1NC(=O)c1ccccc1` gave hcGAS lum -9.3, mcGAS lum -8.8 and NPYLR7 ag -5.0.
Screening Cc1ccc(OCC(=O)NNC(=O)c2ccco2)cc1 returned hcGAS lum -1.4, mcGAS lum 2.2 and NPYLR7 ag 1.8.
For COc1ccc(-c2cccc3ccnn23)c(C)c1 the results were hcGAS lum -1.6 and NPYLR7 ag 7.4.
`O=C(c1ccc(=O)[nH]n1)N1CCC(c2[nH]ncc2-c2cccc(F)c2)CC1` gave hcGAS lum -1.3 and NPYLR7 ag 3.7.
Cc1cc(=O)[nH]c(SCCOCCOc2cc(Cl)ccc2Cl)n1 was read as hcGAS lum -7.2 and NPYLR7 ag 7.5.
Screening Cc1ccccc1CN1C[C@@H]2C[C@@H](c3ccccn3)N3CCC[C@@]23C1=O returned hcGAS lum -8.3 and NPYLR7 ag 6.1.
`O=C(NC1CCSCC1)c1cc(F)c(Cl)nc1Cl` gave hcGAS lum -6.8 and NPYLR7 ag 10.8.
Screening CC(=O)Nc1ccc(OCc2cccc(C(F)(F)F)c2)cc1 returned hcGAS lum -4.1 and NPYLR7 ag -6.7.
For Cc1cccc(-c2nc3cccc(C)n3c2Nc2c(C)cccc2C)c1 the results were hcGAS lum -8.3, mcGAS lum -7.6 and NPYLR7 ag -6.0.
Cc1cc(C)n(-c2nc3c(c(=O)n2CC(=O)NC(C)C)CCC3)n1 was read as hcGAS lum -1.9 and mcGAS lum -6.6.
CCCOc1ccc(-c2cccc(NS(=O)(=O)c3ccc([N+](=O)[O-])cc3)c2)nn1 was read as hcGAS lum 4.8, mcGAS lum 0.3 and NPYLR7 ag -6.8.
For Cc1nn(CCOC(=O)c2ccccc2)c2c1P(=S)(N1CCCC1)OC(c1ccccc1)=N2 (stereo not given) the results were hcGAS lum -3.7, mcGAS lum -2.8 and NPYLR7 ag -2.7.
`CCCn1nc(NC(=O)c2cccc(CN3CC[C@H](O)C3)c2)cc1C` gave hcGAS lum -4.5, mcGAS lum -10.9 and NPYLR7 ag -2.1.
CCc1nc2n(n1)C(=O)C(C(c1cccc(Cl)c1)N1CCOCC1)S2 (stereo not given) was read as hcGAS lum -6.3, mcGAS lum -8.0 and NPYLR7 ag -2.9.
COc1nn(C)cc1C(=O)NC1CCCC1 was read as hcGAS lum -2.6 and NPYLR7 ag 2.1.
For CCCCc1nc(CN2CCOC(Cn3cncn3)C2)cs1 (stereo not given) the results were hcGAS lum -6.9 and NPYLR7 ag -2.7.
`CCN(CC)C1CCN(Cc2cccc(C(=O)Nc3nccn3C)c2)C1` (stereo not given) gave hcGAS lum -6.9, mcGAS lum -14.1 and NPYLR7 ag -3.7.
O=c1c(N=Nc2ccccc2O)c(-c2ccccc2)[nH]n1-c1ccc([N+](=O)[O-])cc1 was read as hcGAS lum -8.2, mcGAS lum -6.3 and NPYLR7 ag -1.1.
CC1CCC2(CC1)NC(=O)N(NC(=O)c1cccs1)C2=O (stereo not given) was read as hcGAS lum 3.0 and NPYLR7 ag 1.7.
`CC(=O)Nc1nc([N+](=O)[O-])c(SCC(=O)O)s1` gave hcGAS lum 4.2, mcGAS lum -6.7 and NPYLR7 ag 5.9.
COc1ccc(NC(=O)N(CC(=O)N(CCc2ccc(OC)c(OC)c2)Cc2cccs2)C(C)C)c(OC)c1 was read as hcGAS lum -10.8, mcGAS lum -4.9 and NPYLR7 ag 8.9.
Screening C=CCOCC(O)CN1CCC(=O)N(CC#CCC)Cc2ccccc21 (stereo not given) returned hcGAS lum -1.5, mcGAS lum -2.5 and NPYLR7 ag 2.5.
Screening CCCCN(CCC(=O)N1CCc2ccccc2C1)c1nc(Cc2ccc(C)cc2)ns1 returned hcGAS lum -6.1, mcGAS lum -5.6 and NPYLR7 ag 15.1.
OCCC1CN(Cc2cccc(-c3ccco3)c2)CCN1Cc1cccs1 (stereo not given) was read as hcGAS lum -7.7 and mcGAS lum -10.0.
`CCCn1c(SCc2ccc3c(c2)OCO3)n[nH]c1=O` gave hcGAS lum -10.5 and NPYLR7 ag 3.0.
Screening C1=C(CSc2nccs2)N2CCCN=C2S1 returned hcGAS lum -9.2 and NPYLR7 ag 7.5.
COc1cccc(CC(=O)N(CC(=O)O)[C@@H]2C[C@@H]3CO[C@H](c4ccccc4)C[C@@H]3C2)c1 was read as hcGAS lum -4.6, mcGAS lum -9.0 and NPYLR7 ag 29.0.
CCC(C)NC(=O)C(NC(=O)c1ccccc1Cl)C1CCN(C(=O)c2ccco2)CC1 (stereo not given) was read as hcGAS lum -3.6, mcGAS lum -4.1 and NPYLR7 ag 1.2.
O=C(CC1Cc2ccccc2C1)NC(c1ccc(F)cc1)c1ccc(SCc2ccccc2)cc1 (stereo not given) was read as hcGAS lum 0.6, mcGAS lum -0.9 and NPYLR7 ag -3.0.
C1=CC2C(C1)C1CC2C2N=NN(c3ccccc3)C12 (stereo not given) was read as hcGAS lum -2.6 and NPYLR7 ag 2.2.
`COc1ccc(CN2CCN(c3ccc(F)cc3)C(=O)C2C)cc1` (stereo not given) gave hcGAS lum -7.8, mcGAS lum -5.7 and NPYLR7 ag 15.3.
O=S1(=O)C=CC(NCc2csc(C34CC5CC(CC(C5)C3)C4)n2)C1 (stereo not given) was read as hcGAS lum -11.3 and mcGAS lum -3.9.
For O=C(NCCO)c1c(O)c2c([nH]c1=O)CCCC2 the results were hcGAS lum -7.9 and NPYLR7 ag 5.2.
O=C(c1cn2c(n1)CNCC2)N1C[C@H]2C[C@H](C1)[C@@H]1CCCC(=O)N1C2 was read as hcGAS lum -5.3, mcGAS lum -5.9 and NPYLR7 ag -1.4.
Screening CN(C)c1ccc(CN(CC(=O)N2CCOCC2)CC2CC2)cc1 returned hcGAS lum -11.3 and NPYLR7 ag 8.5.
For C=c1onc(-c2ccccc2)c1=c1[nH]/c(=C\c2cccs2)c(=O)o1 the results were hcGAS lum -0.8, mcGAS lum -1.8 and NPYLR7 ag 0.7.
For CC(C)CCN(Cc1cc(F)cc(F)c1)Cc1cccn1Cc1ccc(C(F)(F)F)cc1 the results were hcGAS lum -0.8, mcGAS lum -5.6 and NPYLR7 ag 3.8.
For COCOc1ccc(-c2ncc(OCCN3CCCC3=O)nc2NC(=O)c2c(C)noc2C)cc1 the results were hcGAS lum -0.2, mcGAS lum -2.3 and NPYLR7 ag 6.7.
Screening COc1ccc(C(=O)N2CCCC(C(=O)c3ccc(-c4ccccc4)c(F)c3)C2)cc1OC (stereo not given) returned hcGAS lum -10.0&-1.1, mcGAS lum -11.6&-3.0 and NPYLR7 ag 16.6&2.4.
`O=S(=O)(Nc1ccc(Cl)cc1F)c1ccc(Br)cc1Cl` gave hcGAS lum -1.7, mcGAS lum -4.5 and NPYLR7 ag 2.4.
Cc1ccc(CNC(=O)c2c(O)nc3sccn3c2=O)cc1 was read as hcGAS lum -5.6, mcGAS lum 6.5 and NPYLR7 ag -1.3.
Screening Nc1cnc2ncc(N)cc2c1 returned hcGAS lum -8.2 and NPYLR7 ag -3.0.
`O=S(=O)(NCC1CCC(c2ccccc2)CC1)C1CCOCC1` (stereo not given) gave hcGAS lum -3.7, mcGAS lum -11.4 and NPYLR7 ag -1.1.
O=C(Nc1ccccc1OC1CCCC1)c1ccc2n[nH]c(=O)n2c1 was read as hcGAS lum -4.8 and NPYLR7 ag -0.5.
CC1Cn2c(nnc2C23CC4CC(CC(C4)C2)C3)S1 (stereo not given) was read as hcGAS lum -5.0 and NPYLR7 ag -3.7.
COc1ccc(C(=O)NC2CC2)c(OC2CCN(Cc3cnc(SC)nc3)CC2)c1 was read as hcGAS lum -7.0 and NPYLR7 ag 11.6.
`O=C(c1ccncc1)N1CCCC(CCc2ccccc2C(F)(F)F)C1` (stereo not given) gave hcGAS lum -1.2, mcGAS lum -5.6 and NPYLR7 ag -4.7.
